Compound activity: PubChem, National Center for Advancing Translational Sciences (NCATS)
KAT2A inh – inhibitors of human GCN5L2 histone acetyltransferase; Q92830; GCN5L2 HAT assay, ThioGlo1 CoA-SH fluorescence; Potency, µM (titrated, usually from 58.9 µM), without a hit: at the highest dose activity change, negative = inhibition, most hits filed as inhibitors; hit rate 0.21% among 390,000; AID 504327
Target sequence (Q92830 whole entry, looked up): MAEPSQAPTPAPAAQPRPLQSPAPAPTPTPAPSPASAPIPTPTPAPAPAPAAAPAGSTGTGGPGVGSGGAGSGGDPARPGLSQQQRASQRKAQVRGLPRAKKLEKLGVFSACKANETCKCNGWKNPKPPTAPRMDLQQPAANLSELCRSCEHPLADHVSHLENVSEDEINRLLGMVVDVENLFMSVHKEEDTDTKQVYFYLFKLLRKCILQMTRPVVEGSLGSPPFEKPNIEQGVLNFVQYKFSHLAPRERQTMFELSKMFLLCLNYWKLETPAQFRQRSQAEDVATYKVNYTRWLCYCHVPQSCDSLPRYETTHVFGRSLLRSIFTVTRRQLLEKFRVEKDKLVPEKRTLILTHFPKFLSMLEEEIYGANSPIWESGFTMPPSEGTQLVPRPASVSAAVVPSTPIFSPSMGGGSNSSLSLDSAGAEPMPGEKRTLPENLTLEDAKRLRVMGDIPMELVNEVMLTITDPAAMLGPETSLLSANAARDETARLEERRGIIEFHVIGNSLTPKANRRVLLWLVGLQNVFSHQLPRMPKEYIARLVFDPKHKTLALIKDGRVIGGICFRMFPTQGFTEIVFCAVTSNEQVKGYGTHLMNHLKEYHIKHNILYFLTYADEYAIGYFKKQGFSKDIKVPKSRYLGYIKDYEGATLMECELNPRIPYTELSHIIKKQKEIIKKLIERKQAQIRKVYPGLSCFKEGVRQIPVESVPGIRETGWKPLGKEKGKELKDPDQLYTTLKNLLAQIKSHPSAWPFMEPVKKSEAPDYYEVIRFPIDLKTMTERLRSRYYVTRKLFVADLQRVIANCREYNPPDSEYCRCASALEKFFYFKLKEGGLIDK
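Compounds, pin-transferred from DMSO stocks, meet 20nM GCN5L2 for 15 min before the reaction begins with H3(1-25) peptide (75uM) and acetyl-CoA (70uM). Thiol-reactive ThioGlo1 reports CoA release over 20 min at room temperature.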
TDP1 cell noCPT – qHTS for Inhibitors of human tyrosyl-DNA phosphodiesterase 1 (TDP1): qHTS in cells in absence of CPT; DT40 Tdp1-/- hTDP1 cells, no CPT, ATP luminescence, 48 h; Potency, µM (top dose mostly 46.2 µM), inactives show at the highest dose activity change, negative = growth inhibition, actives largely listed as inhibitors; hit rate 15% among 420,000; note: nearly all actives have a fitted effect of over 55% in size
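Growth kinetics read by CellTiter-Glo luminescence after ≥48 hr at 37 °C. Cells: DT40 Tdp1-/- stably carrying human TDP1, 400 per well, compound exposure in the absence of CPT (DMSO vehicle).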
DT40 TDP1 CPT – growth inhibition of DT40 Tdp1-/-;hTDP1 cells with camptothecin (screen for TDP1 inhibitors) | chicken DT40 Tdp1-/-;hTDP1 cells + 20 nM CPT, ATP luminescence, 48 h | Potency, µM (highest dose often 46.2 µM), inactives show top-dose activity change, negative = growth inhibition, actives largely listed as inhibitors | hit rate 12% among 420,000; note: nearly all actives have a fitted effect of over 55% in size
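Chicken DT40 Tdp1-/- cells stably complemented with human TDP1 were seeded at 400 cells/well in medium containing 20 nM camptothecin, exposed to pin-transferred compounds, and grown at 37 °C for at least 48 hr. Viability was read as ATP luminescence.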
* hit, by the source's call; ? = inconclusive; . = no result given; & = joins results of further samples; [ ] = another dose, or the depositor's remark. Calls come from the whole dose curve; as a rule, active = well fitted curve in the direction sought with a large enough effect; inconclusive = small, poorly fitted or top-dose-only effect, or another doubt; inactive = no such curve, though single readings can be large; an effect the other way counts as inactive or inconclusive. % is set by controls: 0 for no effect and ±100 for the full control effect; potency is the fitted concentration of half-maximal effect. An excerpt (hit frequency here may not be typical).

SMILES	KAT2A inh	TDP1 cell noCPT	DT40 TDP1 CPT
Cc1ccc(C)c(S(=O)(=O)c2nnn3c2nc(N2CCCC2)c2sccc23)c1	-4%	?	16µM*
CN1CCN(c2ccc([N+](=O)[O-])c3cccnc23)CC1	-1%	-27%	11%
C/C=C(\CC)C(=O)NC(N)=O	.	-13%	7%
CCOP(=O)(C#CC(C)(C)C)C(C)(O)c1ccccc1 (stereo not drawn)	-1%	-17%	-10%
Cc1ccc(Cl)cc1N1CCN(c2ncnc3c2nc2n3CCCC2)CC1	-8%	18µM*	?
Cc1ccc2scc(N3CCN(C)CC3)c(=O)c2c1	-20%	-15%	-20%
O=C1NC(=S)NC(=O)C1=Cc1ccc2c(c1)CCN2CCCCl	3%	15µM*	?
CC(C)(C)NCc1cccn1-c1sc2c(c1C#N)CCCC2	-6%	-29%	?
COc1ccc(C(C)=O)cc1CN1CC=C(c2ccccc2)CC1	-6%	?	?
N#CCCn1cc(C(=O)Nc2ccccc2Br)c(-c2ccc3c(c2)OCCO3)n1	28%	?	-19%
CCOc1ccc(S(=O)(=O)NCCc2sc3nc(-c4ccc(C)cc4)nn3c2C)cc1	-9%	?	?
Cc1cc(C)cc(-n2c(/C=C/c3cccc(F)c3)nc3ccccc3c2=O)c1	-6%	?	21µM*
N#Cc1ccc(CN2CC[C@@]3(CCCN(C(=O)Oc4ccccc4)C3)C2)cc1	2%	?	-1%
Cc1ncoc1C(=O)NCC1=C(c2ccc3ccccc3c2)C[C@@H]2CC[C@H]1N2Cc1ccco1	.	?	?
CC(N)Cc1c[nH]c2cc3c(cc12)OCCO3 (stereo not drawn)	-22%	?	-20%
Cc1cccc(OC(=O)N2CCOCC2)c1	-1%	-1%	-18%
Cc1cc(N(CCCl)CCCl)ccc1C=NNC(=O)Cc1cc(=O)oc2cc(O)ccc12	.	?	12µM*
OCc1cnc[nH]1	4%&2%	-3%	4%
COC(=O)C1=C(c2cc3ccccc3s2)C[C@@H]2CC[C@H]1N2C(=O)NCc1ccc(C(F)(F)F)cc1	.	18µM*	?
COC1CC(OC2CC[C@@]3(C=O)C4CC[C@]5(C)C(C6=CC(=O)OC6)CC[C@@]5(O)C4CC[C@]3(O)C2)OC(C)C1O (stereo partly drawn)	-9%	0.92µM*	1.3µM*
CCOC(=O)[C@]12Cc3c(cc(OC)c(OC)c3OC)[C@H]1N(C)C(=O)c1cc(OC)ccc12	.	9.2µM*	10µM*
CC(C)OC(=O)Nc1cccc(Cl)c1	-1%	3%	-1%
Cc1ccccc1C(=O)Nc1ccc2nc(SCC(=O)N(C)c3ccccc3)sc2c1	-7%	15µM*	?
O=C(Cn1ncc2c3ccccc3n(Cc3ccc(F)cc3)c2c1=O)N1CCC2(CC1)OCCO2	-4%	3.3µM*	3.3µM*
COC(=O)C1=C(c2ccccc2)C[C@@H]2CC[C@H]1N2C(=O)NCCNC(C)=O	.	-12%	9%
Cn1cccc1/C=C1\C(=O)NC(=O)N(Cc2ccccc2Cl)C1=O	-19%	4.6µM*	5.8µM*
CN1CCN(C(=O)O[C@H]2c3nccnc3C(=O)N2c2ccc(Cl)cn2)CC1	-6%&15%	14%&6%	10%&13%
Cc1c(C(c2ccc(Cl)cc2Cl)c2c(O)c3ccccc3oc2=O)c(=O)n(-c2ccccc2)n1C (stereo not drawn)	-9%&-7%	?	?
CCOc1ccc(-c2cc(C(=O)N3CCN(c4cccc(C(F)(F)F)c4)CC3)c3ccccc3n2)cc1	-6%	4.6µM*	5.2µM*
CC(=O)c1c(O)n(C)c(=S)n(-c2ccccc2)c1=O	-3%	-8%	-2%
O=C(CNC(=O)c1ccco1)OCN1C(=O)c2ccccc2C1=O	3%	?	?
CN(C)C(=O)On1c(-c2ccccc2)nc2ccc(Cl)cc21	-2%	29µM*	?
Cc1cccn2c(=O)cc(COc3cccc(NC(=O)COc4ccc(F)cc4)c3)nc12	-1%	8.2µM*	?
Cc1ccc(C(=O)C2(C)N(O)C(C)C(c3cccs3)=[N+]2[O-])cc1 (stereo not drawn)	-6%	-3%	-13%
OCC[n+]1c2ccccc2nc2ccc(N3CCOCC3)cc21	-1%	?	-20%
Cc1cc(C=O)c(C)n1C1CCCCC1	-1%	-3%	-22%
CN(C)CCc1c[nH]c2cccc(OP(=O)(O)O)c12	.	3%[92.5 µM]	10%[92.5 µM]
N#CC1=C(N)Oc2c(c(=O)oc3ccccc23)C1c1ccccc1OC(=O)c1cccs1 (stereo not drawn)	-5%	23µM*	18µM*
CCCCC12CNCC(C)(CNC1)C2=O	1%	-10%	10%
COC(=O)C1=C(c2ccc3ccccc3c2)C[C@@H]2CC[C@H]1N2C(=O)NC1CCCCC1	-1%	16µM*	?

Compound profiles, as listed above. Order of values: KAT2A inh | TDP1 cell noCPT | DT40 TDP1 CPT
COC(=O)C1=C(c2ccc3ccccc3c2)C[C@@H]2CC[C@H]1N2C(=O)NC1CCCCC1 across the screens: -1% | 16µM* | ?
Cc1cc(C=O)c(C)n1C1CCCCC1 across the screens: -1% | -3% | -22%

Next section:
SMILES	KAT2A inh	TDP1 cell noCPT	DT40 TDP1 CPT
CCCCn1c(C)c(C(=O)O)c2cc(OC)ccc21	-3%	-9%	-30%
Cc1ccc(N2C(=O)NC(=O)/C(=C\c3cn(CC(=O)O)c4ccccc34)C2=O)cc1	-4%	24%	0%
COc1ccc(CN2C(=O)NC(=O)/C(=C/c3ccoc3)C2=O)cc1	?	?	?
Fc1cccc(C2NCCc3[nH]cnc32)c1 (stereo not drawn)	2%	-7%	15%
COc1cc(C(c2c(O)c3ccccc3oc2=O)c2c(C)n(C)n(-c3ccccc3)c2=O)ccc1OCC(=O)O (stereo not drawn)	1%	-1%	4%
CCN(CC)C(=O)c1ccc(NC(=O)c2cccc(C(F)(F)F)c2)cc1	-4%	?	-15%
O=S(=O)(Nc1c(O)ccc2ccccc12)c1ccc(F)cc1	.	?	?
O=C(CF)NC(NC(=S)Nc1cccc([N+](=O)[O-])c1)C(Cl)(Cl)Cl (stereo not drawn)	-11%	?	21µM*
CCC(=NCc1ccco1)c1c(O)n(Cc2ccccc2)c(=O)[nH]c1=O	-5%	-24%	?
CCSC1=NN1c1cc(C)nc(N)n1	-2%	1%	-20%
CCn1cc(C(=O)NCc2ccccc2)c2ccccc21	-6%	0%	?
Cc1nnc(NC(=O)c2cccn(Cc3cccc([N+](=O)[O-])c3)c2=O)s1	-4%	-5%	-12%
COC(=O)C1=C(c2ccc(F)cc2F)C[C@@H]2CC[C@H]1N2C(=O)NCCOc1ccccc1	2%	?	23µM*
CCCCCCN=C(CC)c1c(O)n(CCCC)c(=O)[nH]c1=O	-1%	26µM*	15µM*
Cn1c(=O)oc2cc(NC(=O)CCl)ccc21	-7%	23µM*	13µM*
CCCCCn1c(=O)c(C(=O)NCc2ccncc2)c(O)c2ccccc21	-15%	?	?
CC(O)CN1CCN(CC(=O)[O-])CCN(CC(=O)[O-])CCN(CC(=O)[O-])CC1.[Gd+3] (stereo not drawn)	.	-1%&-3%	-26%&3%
COc1ccc(N2CCN(C(CNC(=O)Oc3ccccc3)c3cccnc3)CC2)cc1 (stereo not drawn)	-15%	-25%	-8%
CN1CCC2(CC1)N=C(c1ccc(F)cc1)C(=S)N2	-5%	2%	20%
OCCCNc1ccccc1	-1%	-22%	9%
C=CCc1cc(C=C2C(=O)NC(=O)NC2=O)cc(OC)c1OCc1ccc(C(=O)O)cc1	-7%	-1%	3%
COc1ccc(C(=O)Nc2ccccc2C(=O)NC(C(=O)NCc2ccco2)C(C)C)cc1 (stereo not drawn)	0%	?	?
CCCN(CCC)c1c([N+](=O)[O-])cc(C(F)(F)F)cc1[N+](=O)[O-]	-5%	0%	-6%
Cn1sc(Cl)cc1=O	-11%	-13%	13%
O=C(CCN1CCCCC1)NCC(=O)Nc1ccc(Br)cc1C(=O)c1ccccc1	-9%	?	18µM*
O=C(NC(=S)N1C[C@H]2C[C@H](C1)c1cccc(=O)n1C2)c1ccc(F)cc1	2%	-3%	6%
O=C(NN1C(=O)C2C3C=CC(C4CC34)C2C1=O)c1cccc(Br)c1 (stereo not drawn)	1%	?	-25%
CCOC(=O)c1ccc(NC(=O)c2nc[nH]c2C(=O)NCCNC(=O)c2[nH]cnc2C(=O)Nc2ccc(C(=O)OCC)cc2)cc1	-4%	3.7µM*	2.9µM*
Cc1c(C)n(O)c2ccc3nonc3c12	-1%	?	?
O=C(COc1ccc2ccccc2c1)N1CCN(Cc2c[nH]c3ccccc23)CC1	-4%	5.2µM*	2.1µM*

Exported with two lines to a compound: 7 of the compounds above
Under each structure – KAT2A inh	TDP1 cell noCPT	DT40 TDP1 CPT
O=C(NN1C(=O)C2C3C=CC(C4CC34)C2C1=O)c1cccc(Br)c1 (stereo not drawn)
    1%	?	-25%
O=C(COc1ccc2ccccc2c1)N1CCN(Cc2c[nH]c3ccccc23)CC1
    -4%	5.2µM*	2.1µM*
COc1ccc(C(=O)Nc2ccccc2C(=O)NC(C(=O)NCc2ccco2)C(C)C)cc1 (stereo not drawn)
    0%	?	?
CCCN(CCC)c1c([N+](=O)[O-])cc(C(F)(F)F)cc1[N+](=O)[O-]
    -5%	0%	-6%
CCOC(=O)c1ccc(NC(=O)c2nc[nH]c2C(=O)NCCNC(=O)c2[nH]cnc2C(=O)Nc2ccc(C(=O)OCC)cc2)cc1
    -4%	3.7µM*	2.9µM*
C=CCc1cc(C=C2C(=O)NC(=O)NC2=O)cc(OC)c1OCc1ccc(C(=O)O)cc1
    -7%	-1%	3%
Cc1c(C)n(O)c2ccc3nonc3c12
    -1%	?	?

Continuation:
SMILES	KAT2A inh	TDP1 cell noCPT	DT40 TDP1 CPT
COCCn1cc(C(=O)N2CCC3(CC2)OCCO3)c2c3ccccc3n(C)c2c1=O	-8%	-10%	-5%
COc1ccccc1OCC(=O)N1CCCC(N(C)Cc2ccccc2)C1 (stereo not drawn)	-5%	-5%	-14%
O=C(NC1CCCCC1)c1ccc(CSc2nc3ccncc3n2Cc2ccc(F)cc2)cc1	-9%	?	?
CCOC(=O)[C@]12Cc3cc(Cl)ccc3[C@H]1N(C1CCCCC1)C(=O)c1cc(OC)ccc12	.	0.52µM*	0.52µM*
C=CCn1c(O)c(N=Nc2c(C)n(C)n(-c3ccccc3)c2=O)c(=O)[nH]c1=S	-7%	9.2µM*	16µM*
Cc1cc(C)c(-c2csc(NC(=O)COC(=O)c3ccc4c(c3)OCO4)n2)c(C)c1	-6%	26µM*	?
CC(=O)Oc1ccc(/C=C/c2cc(OC(C)=O)cc(OC(C)=O)c2)cc1	-7%	12µM*	?
O=C(OCCN1CCOCC1)C1(c2ccccc2)CCCC1	-4%	?	7%
Cc1cc(N(C)C)ccc1N=Nc1ccc(N)cc1	.	13µM*	?
COc1cc(OC)c(NS(=O)(=O)c2cc(-c3cnc(C4CC4)o3)ccc2C)cc1Cl	1%	6.5µM*	13µM*
C#CCN1C(=O)C2(C(C#N)=C(N)OC(C)=C2C(=O)OCc2ccccc2)c2ccccc21 (stereo not drawn)	-4%	23µM*	?
CN1CCN2c3ccccc3CC3(C(=O)N(C)C(=O)N(C)C3=O)C2C1 (stereo not drawn)	?	-4%	-1%
CCCCN1C(=N)C(CC)(CC)C(=O)NC1=O	-2%	-9%	3%
Cc1cc(C)c(-n2c(O)c(/C=N/NC(=O)c3ccncc3)c(=O)[nH]c2=O)c(C)c1	-6%	-4%	18%
CCOC(=O)c1cccc(C2=C(CNC(=O)c3nccs3)[C@H]3CC[C@@H](C2)N3Cc2ccccc2)c1	.	23µM*	15µM*
CCC(C)(S(=O)(=O)CC)S(=O)(=O)CC	2%	-3%	3%
C=CCn1c(O)c(C=NCCN2CCOCC2)c(=O)[nH]c1=S	-13%	-17%	11%
O=c1c2ccccc2[nH]c(=S)n1-c1cccc(C(F)(F)F)c1	.	?	-24%
O=C(Nc1c(Cl)cccc1Cl)Oc1cccc2cccnc12	.	4.6µM*	4.1µM*
CC1CCCCC12C(=O)NC(=O)NC2=O (stereo not drawn)	.	-11%	-10%
N#Cc1cc2c(nc1SCC(=O)Nc1ccc(Cl)c(C(F)(F)F)c1)C1CCN2CC1	-8%	12µM*	21µM*
CP(=O)(Nc1ccc(Cl)cc1)c1nc2c(s1)CCCC2 (stereo not drawn)	17%	?	?
COc1ccc(CNC(=O)Cn2c(=O)oc3cc(S(=O)(=O)N4CCCC4)ccc32)cc1	-10%&-9%	?	18µM*
O=C(Nc1ccc(F)c([N+](=O)[O-])c1)c1cccn(Cc2ccccc2)c1=O	-4%	?	-25%
Cc1ccc(C)c(OCC(=O)N2CCCN(C)CC2)c1	2%	-4%	10%
CN(C)C(=O)CSc1nnc([C@@H](N)Cc2ccccc2)o1	-1%	-1%	-15%
CCCCC(=O)N/N=C/c1c(O)n(CCc2ccc(OC)c(OC)c2)c(=O)[nH]c1=O	-1%	1%	0%
